Screening data: PubChem, National Center for Advancing Translational Sciences (NCATS)
GLS inhibitor – qHTS for Inhibitors of Glutaminase (GLS). actives 0.21% (n = 410,000). Potency, µM (titrated, usually from 45.5 µM), for inactives: top-dose activity change, negative = inhibition, actives largely listed as inhibitors. GLS enzymatic activity, qHTS titration; active means well fitted inhibition curve with a large enough effect; inconclusive means small, poorly fitted or top-dose-only effect, or another doubt; inactive means no such curve, though single readings can be large or run the other way; further: potency means the concentration at half of the fitted maximal effect
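Human kidney-isoform GLS in 45 mM KH2PO4 pH 8.2, 0.02% Tween-20, with compound, started with 1mM L-Glutamine (added stock). Glutamate oxidase/HRP/Amplex red coupled fluorescence read at start and after 30 min at RT.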
PI4K2A inh – qHTS for small molecular inhibitors of PI4K2A; purified PI4K2A, ADP-Glo luminescence, 1 h; hits give low values; activity change, negative = inhibition, % at 76.9 µM; actives 0.13% (n = 420,000); Phosphatidylinositol 4-kinase type 2-alpha (Homo sapiens), Q9BTU6; AID 1346378, 2018; in the data active means activity change below about -50%; inconclusive means mostly about -30% to -49%;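 further: -100% = wells without enzyme as full effect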
Target sequence (Q9BTU6 whole entry, looked up): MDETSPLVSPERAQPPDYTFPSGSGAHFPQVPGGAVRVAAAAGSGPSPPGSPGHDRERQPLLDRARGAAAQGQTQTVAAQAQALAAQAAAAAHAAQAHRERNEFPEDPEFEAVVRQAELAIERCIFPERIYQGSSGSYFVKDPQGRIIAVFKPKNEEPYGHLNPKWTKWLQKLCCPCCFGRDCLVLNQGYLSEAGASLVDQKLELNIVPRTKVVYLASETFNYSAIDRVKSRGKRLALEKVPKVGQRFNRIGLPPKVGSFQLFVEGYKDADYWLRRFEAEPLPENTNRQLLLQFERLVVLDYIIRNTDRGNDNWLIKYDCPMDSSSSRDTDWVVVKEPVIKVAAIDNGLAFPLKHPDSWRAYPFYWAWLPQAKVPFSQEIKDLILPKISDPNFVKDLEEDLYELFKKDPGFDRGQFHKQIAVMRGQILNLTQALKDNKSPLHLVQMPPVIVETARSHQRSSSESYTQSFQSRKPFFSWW
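Compounds are screened against recombinant PI4K2A using PI as substrate and ATP, the latter dispensed at 300 microM. Reactions run one hour at ambient temperature before ADP-Glo detection; full inhibition defined by wells lacking enzyme.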
* marks the source's active call; other numbers are inactive results; ? = inconclusive; & = joins results of further samples; [ ] = dose if it differs, or a comment. Unless noted, on the % scale 0 is the no-effect control and ±100 the full control effect.

SMILES	GLS inhibitor	PI4K2A inh
CCNC(=O)C1(C)CCCN(C(=O)c2ccc3c(c2)C(C)(C)CCC3(C)C)C1 (stereo unspecified)	-3%	4
Cc1ccc(C(O)c2ncc(-c3ccccc3C(F)(F)F)[nH]2)cc1F (stereo unspecified)	-3%	2
CCNC(=O)C1(C)CCN(C(=O)c2ccc3snnc3c2)C1 (stereo unspecified)	0%	4
COc1ccnc(CS(=O)c2nc3ccc(OC(F)F)cc3[nH]2)c1OC (stereo unspecified)	-19%	0&8
CC1(C(=O)NS(=O)(=O)c2ccccc2Cl)CCN1C(=O)C1CC1 (stereo unspecified)	6%	2
CC(C)c1ccc(CC(=O)N2CCC2(C)C(=O)NCc2cccc3ccccc23)cc1 (stereo unspecified)	2%	0
O=C(Nc1ccc(F)c(Cl)c1)c1ccc2nc([C@@H]3O[C@H](CO)[C@H](O)[C@H](O)[C@H]3O)[nH]c2c1	0%	-2
CC(C)(C)c1ccc(C(=O)N2CCOC23CCCCC3)cc1	1%	5
CSCCC(c1nnnn1-c1c(C)cccc1C)N1CCN(C/C=C/c2ccccc2)CC1 (stereo unspecified)	-8%	-1
Cc1cc(C)nc(Nc2nc(C(N)Cc3ccc(F)cc3)cs2)n1 (stereo unspecified)	15%	-5

7 structures from above, ordered by number of heavy atoms, rising.
SMILES	GLS inhibitor	PI4K2A inh
CC(C)(C)c1ccc(C(=O)N2CCOC23CCCCC3)cc1	1%	5
Cc1cc(C)nc(Nc2nc(C(N)Cc3ccc(F)cc3)cs2)n1 (stereo unspecified)	15%	-5
Cc1ccc(C(O)c2ncc(-c3ccccc3C(F)(F)F)[nH]2)cc1F (stereo unspecified)	-3%	2
COc1ccnc(CS(=O)c2nc3ccc(OC(F)F)cc3[nH]2)c1OC (stereo unspecified)	-19%	0&8
CCNC(=O)C1(C)CCCN(C(=O)c2ccc3c(c2)C(C)(C)CCC3(C)C)C1 (stereo unspecified)	-3%	4
O=C(Nc1ccc(F)c(Cl)c1)c1ccc2nc([C@@H]3O[C@H](CO)[C@H](O)[C@H](O)[C@H]3O)[nH]c2c1	0%	-2
CSCCC(c1nnnn1-c1c(C)cccc1C)N1CCN(C/C=C/c2ccccc2)CC1 (stereo unspecified)	-8%	-1

New compounds follow.
SMILES	GLS inhibitor	PI4K2A inh
OC(c1ccccc1)c1ncc(-c2cccc(F)c2)[nH]1 (stereo unspecified)	-4%	-2
CC(C)C[C@@H](CN1CCCC1CN1C(=S)NC[C@@H]1Cc1ccccc1)N1C[C@H](Cc2ccccc2)N(CC2CCCCCC2)C1=S (stereo partly specified)	2%	5
C=CCN(CC=C)Cc1cc(=O)oc2cc(C)c(Cl)cc12	-2%	1
COCCNC(=O)c1cc2c(c(-c3cccc(C#Cc4ccc(OC)c(OC)c4)c3)n1)[C@@H](CCO)N(S(=O)C(C)(C)C)C2 (stereo partly specified)	6%	-1
CCC(CC)C(=O)N(C)c1c(C)nc2c(OCC=C(C)C)cccn12	6%	0
CCc1nc2c(OCc3ccc(F)c(F)c3)cccn2c1N(C)C(=O)CC(C)C	1%	-1
O=C(CC[C@H]1O[C@@H](n2cnc3c(NC(=O)c4ccccc4)ncnc32)[C@H](O)[C@@H]1O)NCCCN1CCCC1=O	8%	5
O=C(Nc1ccc(C(O)c2ccccc2)cc1)[C@H]1C[C@H](O)[C@@H](CO)O1 (stereo partly specified)	-7%	3
CC1=C(C(=O)N2CCOCC2)CC(CC(=O)NCCc2ccccn2)C(=O)N1Cc1ccccc1 (stereo unspecified)	3%	1
CC(=O)Nc1cccc(Nc2ccc(C#N)cc2)c1	15%	0
Cc1c(C(=O)NCc2cccc([N+](=O)[O-])c2)sc(=O)n1Cc1ccc(F)cc1	4%	-3
CC(=O)OC[C@@H]1CN(Cc2ccccc2)C[C@H](n2cnc3c(NCc4ccco4)ncnc32)O1	-10%	3
CCOC(=O)[C@]12CCCC=C1N(Cc1cccc3ccccc13)C(=O)[C@H](CC(=O)NCc1ccc(OC)c(OC)c1)C2	-3%	10
OC[C@@H]1CN(Cc2ccco2)C[C@H](n2cnc3c(NC4CCCC4)ncnc32)O1	-12%	1
Cc1ccc(CN2C(=O)c3ccccc3C2c2nnnn2-c2ccc3c(c2)OCCO3)cc1 (stereo unspecified)	-1%	3
O=C(NCc1ccc(C(F)(F)F)cc1)c1cccc2c(-c3cccnc3)coc12	1%	-3
CC(=O)Nc1cc(-c2ccc(C(=O)N3CCOCC3)cc2)cn2c(-c3ccc(F)c(Cl)c3)cnc12	-9%	1
CC1=C(C(=O)N2CCCCCC2)CC(CC(=O)NC2CCCC2)C(=O)N1CCC1=CCCCC1 (stereo unspecified)	-11%	2
Cc1ccc(Nc2nc(N)nc(N)c2N=O)cc1C	12%	-2
COc1cccc(-c2cnc(C(O)c3c(C)cccc3C)[nH]2)c1 (stereo unspecified)	-8%	2
Cc1ccc(Cn2cc(CN3CC(N4CCN(C5CCN(C)CC5)CC4)CS3(=O)=O)nn2)cc1 (stereo unspecified)	-2%	-11
CC(=O)Nc1ccc(-c2ccnc3c2CC(C(=O)Nc2ccc(C(C)C)cc2)O3)cc1 (stereo unspecified)	-4%	6
CC(C)C1Cc2[nH][nH]c(=O)c2C(C2CC2)O1 (stereo unspecified)	16%	?
Cc1ccc(-c2nc3ccc(C)cn3c2Cc2cccc(F)c2)cc1	3%	1
NC(Cc1ccc(C(F)(F)F)cc1)c1csc(Nc2nncc3ccccc23)n1 (stereo unspecified)	8%	0
CC(=O)OC[C@@H]1CN(Cc2cccc(C(F)(F)F)c2)C[C@H](n2cnc3c(N4CCOCC4)ncnc32)O1	0%	-1
Clc1cccc(Cc2c(-c3cccc(Cl)c3)nc3ccc(Br)cn23)c1	-1%	-4
CSCCC(C(=O)Nc1c(C)cccc1C)N(Cc1ccccc1)Cc1ccccc1 (stereo unspecified)	4%	-3
CCS(=O)(=O)N1Cc2cc(C(=O)NCC3CC3)nc(-c3cccc(-c4cccnc4)c3)c2[C@@H]1CCO	-3%	-10
COc1ccc(S(=O)(=O)N2CCCC(c3cc(C(=O)NCc4cccnc4)no3)C2)cc1 (stereo unspecified)	-7%	6
Cc1cccc(C)c1-n1nnnc1C(c1ccnc2ccccc12)N(CCN(C)C)Cc1ccccc1 (stereo unspecified)	2%	-3
CC(=O)Nc1cc(-c2cccc(CO)c2)cn2c(-c3cccc(C(F)(F)F)c3)cnc12	6%	-6
CCc1ccccc1Oc1nc2cc(-c3cccc(OC)c3)sc2c(=O)n1C	-7%	0
CC(C)c1ccc(CC(=O)N2CCC2(C)C(=O)Nc2cnc3ccccc3c2)cc1 (stereo unspecified)	22%	-9
O=C1NC[C@H](CCCCN2C[C@H](Cc3ccc(O)cc3)N(CCc3ccccc3)C(=O)C2=O)N(CC2CCCCC2)C1=O	11%	-3
Cc1cc(C)cc(Cn2c3ccc(NC(=O)NCc4ccc(F)cc4)cc3c(=O)n2C)c1	-4%	3
CC(=O)CCC(=O)O	-15%	3
NCc1csc(Nc2cc(Oc3ccccc3)ncn2)n1	17%	2
CC(C)(C)Cc1c(-c2ccc(C#N)cc2)nc2c(Cl)cc(C(F)(F)F)cn12	7%	8
COc1ccc(F)cc1-c1cc(C(=O)Nc2cccnc2)[nH]n1	5%	3
CC(C)N1CCCC(C)(C(=O)Nc2ccc3c(c2)OCO3)C1 (stereo unspecified)	3%	-6
CC(C)(C)C(=O)N1CCC2CC1c1cc(-c3ccc4c(c3)OCO4)ccc12 (stereo unspecified)	-1%	-8
CC(C)N1CCC(C)(C(=O)Nc2ccc(-n3cccc3)cc2)C1 (stereo unspecified)	18%	-5
Cc1ccc(-c2nc3c4ccccc4ccn3c2Cc2ccsc2)cc1	-12%	-2
Cc1onc(-c2c(F)cccc2Cl)c1C(=O)Oc1ccccc1	5%	4
COc1cc(NC(=O)c2cc(-c3ccc(F)cc3OC(C)C)n[nH]2)cc(OC)c1OC	7%	4
CC(S)C(=O)NCC(=O)O (stereo unspecified)	-19%	0
C(=C\c1ccccc1)/CN1CCN(C(c2cccs2)c2nnnn2Cc2ccccc2)CC1 (stereo unspecified)	14%	7
CNc1cncc(-c2ccccc2CO)n1	0%	0
CC1=C(C)C(=O)C(C(CCCCCC(=O)O)c2ccccc2)=C(C)C1=O (stereo unspecified)	-2%	-4

Two entries from above, with values ahead of the structure.
GLS inhibitor | PI4K2A inh | smiles
-8% | -1 | CSCCC(c1nnnn1-c1c(C)cccc1C)N1CCN(C/C=C/c2ccccc2)CC1 (stereo unspecified)
15% | -5 | Cc1cc(C)nc(Nc2nc(C(N)Cc3ccc(F)cc3)cs2)n1 (stereo unspecified)

The listing continues:
SMILES	GLS inhibitor	PI4K2A inh
CCNC(=O)C1(C)CCCN(C(=O)COCc2ccccc2)C1 (stereo unspecified)	-9%	1
CC(CNC(=O)CC[C@H]1O[C@@H](n2cnc3c(NC(=O)c4ccccc4)ncnc32)[C@H](O)[C@@H]1O)c1ccccc1 (stereo partly specified)	14%	4
Clc1ccc(-c2nc3ccc(Cl)cn3c2Cc2ccsc2)cc1	2%	-4
COC(=O)c1ccccc1COc1cccn2c(N(C)Cc3cccs3)c(C)nc12	16%	0
COc1cccc(C(NC(C)=O)c2nc(-c3cccc4cccnc34)cs2)c1 (stereo unspecified)	0%	-2
Cn1c(=O)c2cc(NC(=O)NCc3ccc(F)cc3)ccc2n1C	13%	-4
CCCS(=O)(=O)NC(=O)C1(C)CCCN(C(=O)c2cccc(C(F)(F)F)c2)C1 (stereo unspecified)	-16%	-3
O=C(Nc1nnc([C@@H]2C[C@H](O)[C@@H](CO)O2)s1)Nc1ccccc1Oc1ccccc1	-1%	-2
O=C(NCc1ccccc1)C1c2ccccc2OCC(=O)N1Cc1ccco1 (stereo unspecified)	2%	-1
CCCNC(=O)C1(C)CCN(C(=O)c2ccc3ccccc3c2)C1 (stereo unspecified)	6%	-4
CCCCN1C(=O)C(CC(=O)NCCCN(C)C)CC(C(=O)N2CCCCCC2)=C1C (stereo unspecified)	-5%	6
CCCCN1CC(N2CCN(Cc3cccc(C)c3)CC2)CS1(=O)=O (stereo unspecified)	-5%	1
O=C1CCC[C@@H]2C=C[C@H](c3ccc(Br)cc3)[C@H]3CCN1[C@@H]32	-11%	-4
CCC(=O)Nc1ccc(S(=O)(=O)NC[C@H]2O[C@@H](n3cnc4c(=O)[nH]c(N)nc43)[C@H](O)[C@@H]2O)cc1	4%	2
CCOc1ccc(Cl)cc1-c1cc(C(=O)NCc2ccccc2OC)[nH]n1	4%	3
CC(=O)Nc1c(I)cc(I)c(C(=O)O)c1I	3%	1
C[C@@H]1OC(C2CCCCC2)N(C)[C@H]2C[C@H]3c4[nH]c5ccccc5c4CCN3C[C@@H]12 (stereo partly specified)	0%	-1
CC(C)CC(N)c1csc(NC(=O)C(c2ccccc2)c2ccccc2)n1 (stereo unspecified)	3%	0
CN(C)CCNC(=O)c1cccc(-c2cnc3c(NC=O)cc(-c4cccs4)cn23)c1	18%	-7
Cc1cc2nc(-c3cccc(Cl)c3)c(Cc3ccsc3)n2c(C)c1Br	-18%	4

Copied from the list:
CC(=O)Nc1c(I)cc(I)c(C(=O)O)c1I | GLS inhibitor: 3%
CCCCN1CC(N2CCN(Cc3cccc(C)c3)CC2)CS1(=O)=O (stereo unspecified) | GLS inhibitor: -5%
CCC(=O)Nc1ccc(S(=O)(=O)NC[C@H]2O[C@@H](n3cnc4c(=O)[nH]c(N)nc43)[C@H](O)[C@@H]2O)cc1 | PI4K2A inh: 2
CC(C)CC(N)c1csc(NC(=O)C(c2ccccc2)c2ccccc2)n1 (stereo unspecified) | GLS inhibitor: 3%
CN(C)CCNC(=O)c1cccc(-c2cnc3c(NC=O)cc(-c4cccs4)cn23)c1 | PI4K2A inh: -7

The results go on:
SMILES	GLS inhibitor	PI4K2A inh
COc1ccc(C(=O)N2CCC2(C)C(=O)NC(C)C)cc1 (stereo unspecified)	-8%	1
CCOC(=O)[C@]12CCCC=C1N(Cc1cccc3ccccc13)C(=O)[C@H](CC(=O)NCc1cccc3ccccc13)C2	2%	-6
NS(=O)(=O)c1ccc(N2N=C(c3ccccc3)CC2c2ccc(Br)cc2)cc1 (stereo unspecified)	-6%	2
COc1ccc(-c2coc3c(C(=O)NCCN4CCOCC4)cccc23)c(C)c1	0%	-7
COC(=O)c1cnc(NC(=O)C2(C)CCCN(C(C)=O)C2)s1 (stereo unspecified)	-2%	-1
CC(=O)Oc1ccccc1C(=O)Nc1ncc([N+](=O)[O-])s1	-2%	-2
N#Cc1ccc(-c2nc3c4ccccc4ccn3c2Cc2cccc(Cl)c2)cc1	8%	0
COc1ccc2c(CN3CCN(c4ccccc4OC)CC3)cc(=O)oc2c1	37%[activator]	-3
Cc1cc(C)c(C(O)c2ncc(-c3ccccc3F)[nH]2)c(C)c1 (stereo unspecified)	3%	4
COCCNc1nc(Nc2ccc(C(=O)OC)cc2)c2sccc2n1	1%	3
CCc1nc2ccc(C(=O)NCc3ccccc3OC)cn2c1N(C)C(=O)Cc1ccccc1	3%	-6
CCNC(=O)C1(C)CCCN(Cc2csc3ccccc23)C1 (stereo unspecified)	10%	3
CC1(C(=O)NS(=O)(=O)c2ccc(F)cc2F)CCN1C(=O)C1(c2ccc(Cl)cc2)CCC1 (stereo unspecified)	0%	-6
CC(=O)NC(c1ccc(F)c(F)c1)c1nc(-c2ccccc2)cs1 (stereo unspecified)	8%	1
Cc1ccc(Cc2c(-c3cccc(Cl)c3)nc3c4ccccc4ccn23)cc1	0%	-3

Not all compounds are listed. The share of hits here may be higher or lower than overall.
